RXFP1 antagonist = antagonists of human relaxin receptor RXFP1; HEK293-RXFP1, relaxin-stimulated cAMP HTRF, 30 min; hits give low values; activity change, negative = inhibition, % at 57.5 µM; actives 0.59% (n = 350,000);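 active = activity change of -60% or lower, but not beyond a set lower limit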
Target sequence (Q9HBX9 whole entry, looked up): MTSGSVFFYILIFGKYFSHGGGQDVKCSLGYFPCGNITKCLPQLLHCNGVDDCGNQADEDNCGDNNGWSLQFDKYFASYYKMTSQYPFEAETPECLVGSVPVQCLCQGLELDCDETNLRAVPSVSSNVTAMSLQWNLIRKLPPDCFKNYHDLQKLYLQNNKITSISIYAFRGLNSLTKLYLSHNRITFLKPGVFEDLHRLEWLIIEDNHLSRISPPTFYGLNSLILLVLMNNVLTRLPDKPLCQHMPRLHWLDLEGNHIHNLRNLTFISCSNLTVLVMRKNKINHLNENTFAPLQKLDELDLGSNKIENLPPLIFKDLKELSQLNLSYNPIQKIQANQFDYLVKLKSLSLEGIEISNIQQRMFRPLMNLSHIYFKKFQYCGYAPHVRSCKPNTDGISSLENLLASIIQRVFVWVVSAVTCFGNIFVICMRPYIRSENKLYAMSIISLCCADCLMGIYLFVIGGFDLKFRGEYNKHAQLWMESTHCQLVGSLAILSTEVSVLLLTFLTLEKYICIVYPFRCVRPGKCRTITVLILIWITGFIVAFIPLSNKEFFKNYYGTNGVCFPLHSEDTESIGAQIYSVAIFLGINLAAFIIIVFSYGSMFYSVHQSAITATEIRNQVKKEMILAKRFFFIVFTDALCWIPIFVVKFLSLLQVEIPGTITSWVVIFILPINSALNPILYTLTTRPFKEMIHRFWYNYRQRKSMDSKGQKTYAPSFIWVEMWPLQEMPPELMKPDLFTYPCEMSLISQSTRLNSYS
* hit, by the source's call. % is scaled to controls: 0 for no effect and ±100 for the full control effect. A portion of the library; rates above refer to the full screens.

Compound	RXFP1 antagonist
O=C(OCC(=O)N(CCc1ccccc1)Cc1ccccc1)c1ccc(F)c(S(=O)(=O)N2CCOCC2)c1	-4
CCOc1ccccc1NC(=O)c1cc2ccccc2o1	-4
C[C@H](CO)N1C[C@H](C)[C@@H](CN(C)S(=O)(=O)c2ccccc2F)OCc2cnnn2CCCC1=O	-2
O=C(Nc1cc(S(=O)(=O)N2CCCC2)ccc1Cl)c1ccncc1	-3
CC(C)(C)c1nnc(NS(=O)(=O)c2ccc(N)cc2)s1	8
Cc1ccc(Nc2nc(N)nc(CN3CCC(C)CC3)n2)c(C)c1	-12
CC(=O)c1ccc(S(=O)(=O)Oc2ccc(C(=O)O)cc2Cl)cc1	-11
COCC(=O)N(C)C[C@@H]1Oc2cc(Br)ccc2S(=O)(=O)N([C@H](C)CO)C[C@H]1C	5
CS(=O)(=O)N(CCc1ccccc1)CC(=O)N1CCCCCC1	-4
Cc1ccc(N2CCC3CC2c2cc(-c4ccc(C(F)(F)F)cc4)ccc23)cc1 (stereo not drawn)	-3
NS(=O)(=O)c1ccc(CCNC(=O)CSc2nc3ccsc3c(=O)n2Cc2ccccn2)cc1	1
O=C(CCC(=O)c1cccs1)NCc1ccccc1Cl	-24
Cc1ccccc1NC(=O)Cc1nc(COC(=O)c2nccnc2N)cs1	3
COc1cc(C=C(C#N)c2ccc([N+](=O)[O-])cc2)ccc1O	-6
Cc1ccc(C(=O)OCC(=O)NC2CCS(=O)(=O)C2)c(C)c1 (stereo not drawn)	-3
O=C(O)c1cnnc2ccccc12	-2
CC(=O)Nc1ccc(Nc2nc(-c3c(C)nc4ccccn34)cs2)cc1	-3
C[C@H](CO)N1C[C@H](C)[C@@H](CN(C)Cc2cccnc2)OCc2cnnn2CCCC1=O	4
CCN1C(=O)c2ccccc2C1Nc1cccc(OCCN2CCCCC2)c1 (stereo not drawn)	-7
Cc1cc(Nc2ccc(C)c(C)c2)n2ncnc2n1	0

3 entries from above, ordered by length of the SMILES, lowest first:
Compound	RXFP1 antagonist
COc1cc(C=C(C#N)c2ccc([N+](=O)[O-])cc2)ccc1O	-6
NS(=O)(=O)c1ccc(CCNC(=O)CSc2nc3ccsc3c(=O)n2Cc2ccccn2)cc1	1
C[C@H](CO)N1C[C@H](C)[C@@H](CN(C)Cc2cccnc2)OCc2cnnn2CCCC1=O	4

(further entries)
Compound	RXFP1 antagonist
CCCC(O)(c1ccccc1)C(c1ccccc1)c1ccccn1 (stereo not drawn)	-1
O=C1C=C(C2CCCCC2)C(=O)c2ccccc21	17
C[C@@H]1CN([C@@H](C)CO)C(=O)CCCn2cc(nn2)CO[C@H]1CN(C)S(=O)(=O)c1cccc(F)c1	-1
O=C(OCC(O)CO)c1ccccc1Nc1ccnc2c(C(F)(F)F)cccc12 (stereo not drawn)	-23
Cn1cccc1CN1CCC[C@]2(N[C@H](c3ccc(C(F)(F)F)cc3)[C@@H]3C(=O)N(Cc4ccccc4)C(=O)[C@@H]32)C1=O	9
Cc1ccc(S(=O)(=O)Nc2ccccc2C=NNC(=O)c2ccncc2)cc1	2
Cc1cccc(S(=O)(=O)N(C)C[C@H]2OCc3cnnn3CCCC(=O)N([C@@H](C)CO)C[C@H]2C)c1	5
COc1ccc(Cc2nnc3n2N=C(c2cc4ccccc4o2)CS3)cc1OC	-11
COc1ccc(N2C[C@H](CSC)[C@@H](CC(=O)Nc3ccc(Br)cc3)C2=O)cc1	12
O=C(NN=Cc1c(O)ccc2ccccc12)c1ccncc1	5

Another view of some results above:
Cn1cccc1CN1CCC[C@]2(N[C@H](c3ccc(C(F)(F)F)cc3)[C@@H]3C(=O)N(Cc4ccccc4)C(=O)[C@@H]32)C1=O
- RXFP1 antagonist = 9

Cc1ccc(S(=O)(=O)Nc2ccccc2C=NNC(=O)c2ccncc2)cc1
- RXFP1 antagonist = 2

Cc1cccc(S(=O)(=O)N(C)C[C@H]2OCc3cnnn3CCCC(=O)N([C@@H](C)CO)C[C@H]2C)c1
- RXFP1 antagonist = 5

COc1ccc(Cc2nnc3n2N=C(c2cc4ccccc4o2)CS3)cc1OC
- RXFP1 antagonist = -11

Single values from above:
For RXFP1 antagonist, O=C1C=C(C2CCCCC2)C(=O)c2ccccc21 has the entry 17
For RXFP1 antagonist, O=C(OCC(O)CO)c1ccccc1Nc1ccnc2c(C(F)(F)F)cccc12 (stereo not drawn) has the entry -23
For RXFP1 antagonist, C[C@@H]1CN([C@@H](C)CO)C(=O)CCCn2cc(nn2)CO[C@H]1CN(C)S(=O)(=O)c1cccc(F)c1 has the entry -1
For RXFP1 antagonist, Cc1ccc(S(=O)(=O)Nc2ccccc2C=NNC(=O)c2ccncc2)cc1 has the entry 2
For RXFP1 antagonist, Cc1cccc(S(=O)(=O)N(C)C[C@H]2OCc3cnnn3CCCC(=O)N([C@@H](C)CO)C[C@H]2C)c1 has the entry 5

Next compounds.
Compound	RXFP1 antagonist
CCCCn1c(N)c(N(CC(C)C)C(=O)CSc2nn(-c3ccc(F)cc3)c(=S)s2)c(=O)[nH]c1=O	-8
COc1ccc(Br)cc1CN(C)C(=O)c1ccccc1SCC(=O)N1CCCC1	-12
O=[N+]([O-])c1ccc(C=NN2CCCCCC2)cc1	-29
Cc1ccc(Nc2cccc(C(F)(F)F)c2)nn1	7
O=C(COC(=O)Cn1cnc2ccccc21)Nc1ccc(OC(F)F)cc1	-3
Clc1ccccc1CNCc1ccc2c(c1)OCO2	7
CCN(CC(=O)Nc1c(F)cccc1F)C(=O)c1ccc(S(=O)(=O)N(CC)c2ccccc2)cc1	0
CCOc1ccc2nc(SCC(=O)NCC3CCCO3)sc2c1 (stereo not drawn)	-16
Cn1ncc2c(NCCO)nc(Cl)nc21	4
O=C(N=Nc1c(O)[nH]c2ccc(Br)cc12)c1ccco1	18
CSC[C@H]1CN(CCc2ccccc2)C(=O)[C@@H]1CC(=O)Nc1ccc(Br)cc1	-8
COc1ccccc1N(CC(=O)Nc1ccccc1C(F)(F)F)S(=O)(=O)c1cccs1	1
COc1ccc(C(=O)COc2ccc(C(C)=O)cc2OC)cc1OC	-4
O=[N+]([O-])c1cccc(S(=O)(=O)NCCNS(=O)(=O)c2cccc([N+](=O)[O-])c2)c1	10
CC(C)C(C)N(Cc1cccc(C(=O)O)c1)C(=O)c1ccc2ccccc2n1 (stereo not drawn)	2
Cc1noc(C)c1S(=O)(=O)N(C)C[C@H]1OCc2cnnn2CCCC(=O)N([C@H](C)CO)C[C@H]1C	-11
C[C@H]1CN(C2CCCCC2)C(=O)[C@@H]1CC(=O)Nc1ccccc1	7
C[C@@H]1CN([C@@H](C)CO)C(=O)c2cc(Br)cnc2O[C@@H]1CN(C)Cc1cncnc1	5
COc1ccc(S(=O)(=O)N2CCOCC2)cc1NC(=O)CN1C(=O)NC2(CCC(C)CC2)C1=O (stereo not drawn)	5
CCCOC(=O)c1ccc(NC(=O)COC(=O)C2CCN(c3ccc(C(F)(F)F)cn3)CC2)cc1	-9

Random excerpt: 4 entries already listed
Compound	RXFP1 antagonist
NS(=O)(=O)c1ccc(CCNC(=O)CSc2nc3ccsc3c(=O)n2Cc2ccccn2)cc1	1
O=C(N=Nc1c(O)[nH]c2ccc(Br)cc12)c1ccco1	18
COc1ccccc1N(CC(=O)Nc1ccccc1C(F)(F)F)S(=O)(=O)c1cccs1	1
CSC[C@H]1CN(CCc2ccccc2)C(=O)[C@@H]1CC(=O)Nc1ccc(Br)cc1	-8

The results go on.
Compound	RXFP1 antagonist
O=C(OCCOCn1cc(Br)c(=O)[nH]c1=O)c1ccccc1	-11
COc1cc(C2c3cc4c(cc3OC(NNC(N)=O)C2C)OCO4)cc(OC)c1OC (stereo not drawn)	-2
C/C=C(/CCC1NCCc2c1[nH]c1ccccc21)[Si](C)(C)C (stereo not drawn)	-21
COc1cccc(-c2n[nH]nc2C2=CC(=O)C[C@H](c3ccc(F)cc3)C2)c1	6
Cc1cccc(NC(=O)CNC(=O)CSc2ncccn2)c1C	-2
Cc1cc(C)c2c(n1)nn1c(C3CC3)cc(C(F)(F)F)nc21	2
NC(=O)C1CCN(CCCNC2CC(=O)N(Cc3ccc(N4CCCC4=O)cc3)C2=O)CC1 (stereo not drawn)	5
CN1CCN(C(=O)c2ccc3c(=O)n(CCc4ccccc4)c(=S)[nH]c3c2)CC1	-4
O=C(NC(=S)N1CCCC(O)C1)c1ccco1 (stereo not drawn)	0
O=C(NCC1CCCO1)c1ccccc1NS(=O)(=O)c1cccc([N+](=O)[O-])c1 (stereo not drawn)	11
Cc1ccc(NC(=O)COC(=O)c2nn(C)c(=O)c3ccccc23)cc1F	3
Cn1c(=O)c2[nH]c(CCCCc3nc4ccccc4[nH]3)nc2n(C)c1=O	-4
O=C(CSc1nc2ccccc2c(=O)n1CC1CCCO1)N1CCN(c2ccccc2)CC1 (stereo not drawn)	-7
O=C(Cn1sc2ccccc2c1=O)Nc1ccc(F)cc1	-30
O=C(O)Cc1ccccc1Oc1ccc(Cl)cc1Cl	-9
CCN(C(=O)CSc1nnc(-c2cccc(F)c2)n1N)c1c(N)n(Cc2ccccc2)c(=O)[nH]c1=O	-7
Nc1ccc(N=Nc2ccc(O)cc2)c(N)n1	-13
O=C(COC(=O)c1ccc(Cl)nc1)Nc1ccc(N2CCCCC2)cc1	-20
COc1cc(C(=O)N2CCN(S(=O)(=O)c3ccc(C(C)C)cc3)CC2)ccc1OCC(=O)N1CCOCC1	0
O=C(COC(=O)c1cccc(F)c1)NC(=O)NCc1ccccc1	4
O=C(CCNC(=O)c1ccccc1)NNC(=O)c1ccc(F)cc1	9
O=C(O/N=C/c1ccc(Br)cc1)c1ccc(F)cc1	-12
O=C(Nc1cccc2ccccc12)N(c1ccccc1)c1ccccc1	-6
Cc1ccc(CNC(=O)C2CCCC2)cc1	10
CCC(=O)N(C)C[C@@H]1Oc2ncc(Br)cc2C(=O)N([C@H](C)CO)C[C@H]1C	13
CCOc1ccc(-c2nn3c(-c4ccc(F)cc4)nnc3s2)cc1	-14
Cc1cc(NC(=O)CN2C(=O)NC(C)(c3ccc(Cl)cc3Cl)C2=O)no1 (stereo not drawn)	-19
COC(=O)C(NC(=O)C(NC(=O)C1CCC(C)CC1)C(C)C)C(C)C (stereo not drawn)	-10
CN(C)CC[C@@H](c1ccc(Cl)cc1)c1ccccn1	-18
N#Cc1cccc(C(=O)Nc2cc(S(=O)(=O)N3CCOCC3)ccc2N2CCCC2)c1	-28
CCOc1ccc(C(=O)NNC(=O)CN2C(=O)C3CC=CCC3C2=O)cc1OC (stereo not drawn)	5
C[C@H]1CNC(=O)c2c(C(=O)Nc3cccc(Cl)c3)ncn21	0
O=C(CN1CCN(S(=O)(=O)c2ccc(Br)s2)CC1)NCC1CCCCC1	4
COc1cc(CNCc2ccncc2)ccc1OCC(N)=O	0
CC12CCC(=O)C=C1CCC1C2C(O)CC2(C)C(c3csc(N)n3)CCC12 (stereo not drawn)	-5
Cc1c(-c2ccc(OCCN3CCCCC3)cc2)c(=O)oc2ccc3ccccc3c12	-4
CC(c1ccccc1)C(OC(=O)c1cccc([N+](=O)[O-])c1C(=O)O)c1ccccc1 (stereo not drawn)	6
Cc1cccc(NC(=O)C(C)Sc2ncnc3sccc23)c1 (stereo not drawn)	-3
O=C(CNC(=O)c1n[nH]c2ccccc12)Nc1ccc(F)c(F)c1F	-1
COc1cccc(S(=O)(=O)N(C)C[C@H]2OCc3cnnn3CCCC(=O)N([C@H](C)CO)C[C@H]2C)c1	11
OCC1OC(n2cnc3c(SCc4ccccc4)nc(F)nc32)C(O)C1O (stereo not drawn)	-7
CC(C)(C)N(Cc1ccccc1)C(=O)COC(=O)c1ccc(N2CCCC2=O)cc1	3
O=c1[nH][nH]c(=O)c(Cl)c1Cl	11
CC1CCCN(S(=O)(=O)c2cccc(C(=O)NCCCN3CCCC3=O)c2)C1 (stereo not drawn)	5
O=C1CC(N2CCN(S(=O)(=O)c3ccccc3F)CC2)C(=O)N1c1ccccc1F (stereo not drawn)	-3
CC(=O)Nc1ccc(NC(=O)COC(=O)Cn2cnc3ccccc32)cc1	-8
O=C(COC(=O)c1ccco1)NC1CCCc2ccccc21 (stereo not drawn)	4
ClC1(CNc2ccccc2)CCN(Cc2ccccc2)CC1	-22
CC(OC(=O)c1ccc2c(c1)NC(=O)CS2)C(=O)c1ccc(F)cc1 (stereo not drawn)	-8
COC(=O)c1sc(S(=O)(=O)N2CCN(c3ccccc3F)CC2)c(C(=O)OC)c1C	-5

(list continues)
Compound	RXFP1 antagonist
CC(C)N1CC2(CC(c3ccccc3F)=NO2)CN1C(=O)c1ccco1 (stereo not drawn)	16
CCOC(=O)C1CCc2c(ccc3ccccc23)N1CCC#N (stereo not drawn)	-13
O=C(COC(=O)COc1ccc(Cl)cc1)NCc1ccc2c(c1)OCO2	1
Cc1ccc(S(=O)(=O)Nc2nc3ccccc3nc2N2CCOCC2)cc1	5
COc1cc(C(=O)Nc2cc(S(=O)(=O)N3CCOCC3)ccc2N2CCN(C)CC2)cc(OC)c1OC	-14
CCOC(=O)CCCCCC(=O)Nc1ccc2c(c1)C(=O)N([C@H](C)CO)C[C@@H](C)[C@@H](CN(C)C(=O)CCC(F)(F)F)OCCCC[C@H](C)O2	11
COc1ccc(S(=O)(=O)N(C)C)cc1NC(=O)c1ccc(OCC2CCCO2)cc1 (stereo not drawn)	1
O=C1CCC(C(=O)OCC(=O)N2N=C3/C(=C\c4ccccc4)CCCC3C2c2ccccc2)N1 (stereo not drawn)	-38
Cc1cc(C)c2cc(C#N)c(N3CCCN(S(=O)(=O)c4ccccc4)CC3)nc2c1	-8
CN(CC(=O)Nc1ccc(F)c(F)c1F)C(=O)Cc1ccc(S(=O)(=O)N2CCOCC2)s1	0
Cn1c(N)c(N=O)c(=O)n(C)c1=S	-10
CCC(Sc1nc2ccsc2c(=O)n1CCC(=O)O)C(=O)Nc1ccc(Cl)cc1 (stereo not drawn)	1
O=[N+]([O-])c1ccc(CSCc2ccc([N+](=O)[O-])cc2)cc1	-11
Cc1ccc(N2C(=O)c3ccccc3C2(O)c2ccccc2)cc1 (stereo not drawn)	-8
O=C(N/C(=C/c1ccccc1Cl)C(=O)N1CCCCC1)c1ccco1	-4
